NSD2 inh – blocks human histone methyltransferase NSD2. 310,000 tested, 0.54% active. inhibition, % at 12.5 µM. NSD2 peptide methylation, AlphaScreen, 120 min; in the data active = inhibition above about 50%
Target sequence (O96028 whole entry, looked up): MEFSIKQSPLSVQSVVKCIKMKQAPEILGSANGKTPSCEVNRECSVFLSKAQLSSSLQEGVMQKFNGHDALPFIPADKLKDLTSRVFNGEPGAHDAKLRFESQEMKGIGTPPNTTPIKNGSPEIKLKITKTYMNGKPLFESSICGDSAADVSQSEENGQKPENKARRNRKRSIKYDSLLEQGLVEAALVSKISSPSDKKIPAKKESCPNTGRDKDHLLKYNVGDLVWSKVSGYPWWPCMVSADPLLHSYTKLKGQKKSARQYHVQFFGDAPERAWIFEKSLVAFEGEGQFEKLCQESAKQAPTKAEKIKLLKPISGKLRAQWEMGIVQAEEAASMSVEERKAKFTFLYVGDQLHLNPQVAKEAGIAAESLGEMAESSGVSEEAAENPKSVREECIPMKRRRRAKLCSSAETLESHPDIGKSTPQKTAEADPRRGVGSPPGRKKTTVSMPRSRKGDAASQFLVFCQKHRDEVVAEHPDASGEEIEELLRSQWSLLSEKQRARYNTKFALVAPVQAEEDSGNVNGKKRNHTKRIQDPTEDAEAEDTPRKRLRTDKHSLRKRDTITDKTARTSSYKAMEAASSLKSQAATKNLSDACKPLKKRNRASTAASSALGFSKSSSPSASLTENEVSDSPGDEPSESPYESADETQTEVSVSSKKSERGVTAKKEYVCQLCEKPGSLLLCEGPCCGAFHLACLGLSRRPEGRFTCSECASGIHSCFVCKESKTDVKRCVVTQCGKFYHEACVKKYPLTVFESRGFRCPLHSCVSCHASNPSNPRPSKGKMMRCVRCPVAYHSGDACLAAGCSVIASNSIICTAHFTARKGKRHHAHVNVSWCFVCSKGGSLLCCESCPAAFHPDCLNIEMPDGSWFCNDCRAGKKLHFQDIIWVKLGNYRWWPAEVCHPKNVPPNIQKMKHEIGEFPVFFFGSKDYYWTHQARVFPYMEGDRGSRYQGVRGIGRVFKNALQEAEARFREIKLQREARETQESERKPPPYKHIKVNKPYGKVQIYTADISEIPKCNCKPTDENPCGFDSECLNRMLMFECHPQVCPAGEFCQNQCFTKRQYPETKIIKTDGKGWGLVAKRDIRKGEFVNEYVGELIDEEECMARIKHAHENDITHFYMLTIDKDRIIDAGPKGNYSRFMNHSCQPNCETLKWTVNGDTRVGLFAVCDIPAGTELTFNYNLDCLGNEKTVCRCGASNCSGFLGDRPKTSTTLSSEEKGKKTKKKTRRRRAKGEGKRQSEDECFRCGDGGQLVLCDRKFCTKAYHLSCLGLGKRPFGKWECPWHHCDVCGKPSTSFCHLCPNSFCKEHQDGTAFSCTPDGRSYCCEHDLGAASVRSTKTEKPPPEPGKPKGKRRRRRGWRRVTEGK
PKA-R2B act – activators of human PKA-R2B complex. PKA-R2B holoenzyme dissociation, Cy5-IP20 fluorescence polarization; R2B truncated from residue 108, S112A mutant; 0% DMSO only, 100% 113 µM cGMP. activation, % at 11.4 µM. P22694+P31323. 340,000 tested, 0.079% active;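 active = activation above a cutoff set at the mean over all compounds plus 3 SD, cut at about 18% in these data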;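 note: higher means more holoenzyme dissociation and a rise in polarization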
Pemphigus Ab inh – inhibitors of pemphigus antibody binding to human desmoglein-3. P32926. DSG3-coupled beads, scFv-anti-DSG3-GFP binding, flow cytometry; stronger effect = lower value. binding (percent of control), % at 10 µM. 310,000 tested, 0.48% active. AID 588358;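 active = binding more than 3 SD below its plate's average and above zero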;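 note: hits lower antibody fragment binding to DSG3; some compounds called inactive have numbers as strong as hits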
Arrestin-AP2 inh – blocks beta-arrestin peptide binding to AP2 adaptin; AID 504490; 340,000 tested, 0.31% active; FITC-arrestin peptide / GST-AP2 beads, flow cytometry; AP2 beta2 appendage carries R879A mutation; inhibition, % at 10 µM;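 active = inhibition above a set limit, near 3 SD of compounds lacking own fluorescence, cut at about 54% in these data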;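 note: plate controls were DMSO wells for no effect and 5 µM unlabelled arrestin peptide for full effect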
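Assay system: GST-AP2 R879A bound to glutathione beads, E. coli-expressed; Medium: PBS with 0.05% Tween 20 and 0.1% BSA; Also added: fluorescein-tagged arrestin peptide at 50 nM final; Timing: 12 min plus 1 h, RT; Measured by: flow cytometry, FL1 (488/535 nm); Evaluation: percent drop in bead-associated FITC signal.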
CDK5 p35 inh – CDK5/p35 (human) kinase inhibition; Recombinant CDK5/p35, ADP-Glo luminescence, 60 min; Q00535+Q15078; inhibition, % at 10 µM; AID 488839; 330,000 tested, 0.01% active;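 active = highest replicate inhibition of at least 50% and at least 75% of replicates reaching 50%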;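 note: plate controls were DMSO neutral control for no effect and GW8510 at 10 µM for full effect; many of its hits are not listed in these tables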
SR-BI HDL uptake – mouse SR-BI HDL lipid transfer inhibition; Q61009; ldlA[mSR-BI] CHO cells, DiI-HDL uptake fluorescence, 3 h; inhibition, % at 12.5 µM; 320,000 tested, 0.96% active;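 active = mean replicate inhibition of at least 70% and a set share of replicates each scoring 70 or more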;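 note: 0% = median of neutral control wells and 100% = median of positive control wells; values of inactives mirror those of a sister screen read the other way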
SR-BI uptake up – enhances SR-BI lipid uptake from DiI-HDL; CHO ldlA[mSR-BI] cells, DiI-HDL uptake fluorescence, 3 h; 100 = double the neutral-control signal; activation, % at 12.5 µM; 320,000 tested, 0.096% active; AID 504775;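 active = mean replicate activation of at least 60% and every replicate at or above 60%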;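 note: 0% = median plate neutral-control signal and 100% = twice that signal; values of inactives mirror those of a sister screen read the other way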
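System: CHO ldlA[mSR-BI] cells / Medium: HEPES-buffered (25 mM, pH 7.4) F12 plus 0.5% BSA / Probe or stimulus: labelled HDL, 10 µg/mL / Doses: single compound concentration, delivered by pin transfer / Schedule: 3 h, 37 °C / Measured by: DiI fluorescence, bottom read / Measure: cell-associated DiI fluorescence as measure of HDL uptake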
PKA-R1A activ – activates the PKA-R1A holoenzyme complex | P00514+P68181 | PKA-R1A dissociation, Cy5-IP20 fluorescence polarization; scaled: DMSO 0%, 113 µM cGMP 100% | activation, % at 11.4 µM | 340,000 tested, 0.083% active | AID 504707;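 active = percent activation above the mean of all tested compounds plus 3 SD, cut at about 19% in these data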;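 note: higher means more PKAc released from R1A so a rise in polarization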
SUMO Mot1 rescue – inhibitors of SUMOylation pathway: yeast Mot1-301 growth rescue. 320,000 tested, 1% active. AID 2716. S. cerevisiae Mot1-301 growth rescue, ATP luminescence, 38.5C; percent above DMSO median, 100 means doubled. growth rescue, % at 18.8 µM;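 active = every valid replicate shows activation above 250% relative to neutral control wells; inactive = the rest, any valid replicate at or below 250%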;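 note: OY570 slx delta 5 strain wells were the positive control but not used for scaling; some compounds called inactive have numbers as strong as hits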
MITF act – activators of MITF-driven TRPM1 promoter activity in SK-MEL-5 cells; SK-MEL-5 TRPM1-promoter luciferase, 24 h; % of positive control, neutral wells = 0; activation, % at 12.5 µM; 300,000 tested, 0.75% active;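 active = mean activation of at least 80% with every replicate also reaching 80%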;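 note: 0% = neutral control wells and 100% = parthenolide positive control wells; values of inactives mirror those of a sister screen read the other way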
dFosB act – enhances mouse delta FosB homodimer DNA binding. activation, % at 25 µM. P13346. 340,000 tested, 0.99% active. purified delta FosB, TAMRA-CDK5 oligo fluorescence polarization; percent of positive-control signal above neutral wells;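 active = mean activation above about 17%, with every replicate also reaching it, limit read from the data, passing the limit was not always enough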;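 note: fluorescence polarization rise as delta FosB binds a TAMRA Cdk5 AP-1 oligo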
* = called active by the depositor; . = no result given.

Each structure is followed by: NSD2 inh	PKA-R2B act	Pemphigus Ab inh	Arrestin-AP2 inh	CDK5 p35 inh	SR-BI HDL uptake	SR-BI uptake up	PKA-R1A activ	SUMO Mot1 rescue	MITF act	dFosB act
Cc1cc(OC(=O)c2ccccc2[N+](=O)[O-])c([N+](=O)[O-])c(=O)[nH]1
  .	-6	105	6	-0.3	-7	7	-10	-5	-16	-5
CCCn1c(SCC(=O)Nc2ccc3c(c2)CCC3)n[nH]c1=O
  -2	-3	114	1	-3.4	3	-3	2	-4	18	0
CCS(=O)(=O)c1ccccc1C(=O)NC1CCCc2ccccc21 (stereo not drawn)
  0	7	96	3	0.4	5	-5	5	128	-13	1
O=c1c2ccccc2nnn1CSc1nnnn1-c1ccc(O)cc1
  -3	14	101	24	0.3	.	.	-12	.	11	-7
O=C(Nc1ccc(F)cc1F)NC1CCN(S(=O)(=O)c2ccc(F)cc2)CC1
  -11	-2	87	39	2.2	17	-17	-7	3	-6	2
Cc1cccc(-n2c(C)cc(/C=C3\C(=N)N4N=C(CC(C)C)SC4=NC3=O)c2C)c1
  2	-2	102	-9	0.5	3	-3	-8	0	2	-8
COc1ccc(Cc2nc(-c3ccncc3)no2)cc1
  1	6	101	19	0.6	-18	18	8	16	12	-9
COc1cc(CNC2CCCCC2)c(Br)cc1OC1CCCC1
  -3	-3	93	9	-0.5	.	.	-6	-3	15	-1
CCOC(=O)NC(=O)/C(N=Nc1ccc(C(F)(F)F)cc1)=C(\C)O
  -3	1	97	-9	-0.6	6	-6	3	502	-7	4
O=C(O)CC(NC(=O)C12CC3CC(CC(C3)C1)C2)c1ccc(Cl)cc1 (stereo not drawn)
  -3	6	97	5	0.9	.	.	2	-7	3	6
C[C@@H]1COC(=O)[C@H](CC(=O)OC(C)(C)C)C/C=C\C[C@@H](CC(=O)N[C@H](CO)Cc2ccccc2)C(=O)N1
  .	-3	101	20	-0.2	0	0	-5	-6	-4	3
CCOc1cc(C(=O)NN2CCOCC2)cc(OCC)c1OCC
  -3	-1	92	9	0.9	.	.	5	78	-4	-12
CCOc1ccccc1Cn1c(=O)sc2ccccc21
  -6	-11	90	6	1.1	5	-5	0	-1	-4	-10
CC(CCc1ccccc1)NC(=O)COC(=O)c1ccccc1Br (stereo not drawn)
  -12	-1	99	9	0.6	.	.	4	11	5	-3
O=C(N/N=C/c1ccc(Br)cc1)c1ccc(Br)o1
  -1	-11	97	1	0.5	15	-15	-11	79	103*	2
c1ccc2c(c1)OCC(c1nnc3sc(-c4cnccn4)nn13)O2 (stereo not drawn)
  10	-4	99	-6	-7.0	-6	6	0	-6	-2	-10
CN(C[C@H](CC1CCCCC1)N(C[C@H](Cc1ccccc1)N(CCc1ccccc1)N=O)N=O)N=O
  .	-12	101	-5	0.7	-17	17	5	1	-10	-6
O=C(CSCCO)Nc1ccc([N+](=O)[O-])cc1
  -5	2	97	-20	-2.2	2	-2	14	7	11	2
Cc1cc(C)c(S(=O)(=O)Nc2cccc(C(=O)O)c2)cc1S(=O)(=O)Nc1cccc(C(=O)O)c1
  5	1	112	21	-0.9	-14	14	-1	258	1	3
CC1Oc2ccccc2N(CC(=O)N(Cc2ccccc2)Cc2ccccn2)C1=O (stereo not drawn)
  20	-3	97	-2	-1.0	-5	5	2	-4	-7	-1
CN(CCC#N)CC(=O)Nc1ccc(S(N)(=O)=O)cc1
  -2	-2	99	27	0.0	-24	24	-13	-3	11	-8
Cc1ccc(S/C(=N\S(=O)(=O)c2ccc(Cl)cc2)c2ccccc2)cc1
  5	1	102	3	-0.5	-1	1	1	16	-32	7
Cc1ccc(S(=O)(=O)N(Cc2ccc(Cl)cc2)c2ccccc2C(=O)NCc2cccnc2)cc1
  .	0	101	-3	-1.5	-13	13	-5	48	3	-5
CCc1c(C)c(C#N)c2nc3ccccc3n2c1N(C)C
  1	-1	82	17	0.1	-4	4	7	0	-8	-10
O=C(CN(C(=O)CCC(=O)Nc1ccccn1)C1CCCC1)NCc1ccc(F)cc1
  2	4	87	-9	-0.2	.	.	11	15	12	-5
O=C(NNC(=S)Nc1ccccc1)Nc1ccccc1
  3	3	103	34	5.4	-15	15	-10	238	23	1
CCCOc1ccc(C(=O)NCCc2ccccc2)cc1
  4	3	91	26	-0.2	-6	6	5	9	-2	-3
CCCCCSc1nncc(=O)[nH]1
  -1	5	92	7	0.0	-13	13	-3	42	-4	-2
COc1cccc(C2=CC(c3cccc(OC)c3OC)n3nnnc3N2)c1 (stereo not drawn)
  .	-3	106	10	0.7	0	0	11	180	12	-8
O=C(O)c1ccccc1S(=O)(=O)NCC(O)COC1CCCCC1 (stereo not drawn)
  7	-7	116	5	0.6	9	-9	-4	-4	.	3

3 compounds out of the list above, ordered by the number in CDK5 p35 inh, largest number first.
Each structure is followed by: NSD2 inh	PKA-R2B act	Pemphigus Ab inh	Arrestin-AP2 inh	CDK5 p35 inh	SR-BI HDL uptake	SR-BI uptake up	PKA-R1A activ	SUMO Mot1 rescue	MITF act	dFosB act
CCOc1cc(C(=O)NN2CCOCC2)cc(OCC)c1OCC
  -3	-1	92	9	0.9	.	.	5	78	-4	-12
CN(C[C@H](CC1CCCCC1)N(C[C@H](Cc1ccccc1)N(CCc1ccccc1)N=O)N=O)N=O
  .	-12	101	-5	0.7	-17	17	5	1	-10	-6
c1ccc2c(c1)OCC(c1nnc3sc(-c4cnccn4)nn13)O2 (stereo not drawn)
  10	-4	99	-6	-7.0	-6	6	0	-6	-2	-10

3 structures out of the list, sorted by heavy-atom count, largest number first:
Each structure is followed by: NSD2 inh	PKA-R2B act	Pemphigus Ab inh	Arrestin-AP2 inh	CDK5 p35 inh	SR-BI HDL uptake	SR-BI uptake up	PKA-R1A activ	SUMO Mot1 rescue	MITF act	dFosB act
Cc1cccc(-n2c(C)cc(/C=C3\C(=N)N4N=C(CC(C)C)SC4=NC3=O)c2C)c1
  2	-2	102	-9	0.5	3	-3	-8	0	2	-8
CCS(=O)(=O)c1ccccc1C(=O)NC1CCCc2ccccc21 (stereo not drawn)
  0	7	96	3	0.4	5	-5	5	128	-13	1
CCCCCSc1nncc(=O)[nH]1
  -1	5	92	7	0.0	-13	13	-3	42	-4	-2

Going on with the list:
Each structure is followed by: NSD2 inh	PKA-R2B act	Pemphigus Ab inh	Arrestin-AP2 inh	CDK5 p35 inh	SR-BI HDL uptake	SR-BI uptake up	PKA-R1A activ	SUMO Mot1 rescue	MITF act	dFosB act
O=C(NCc1ccccc1Cl)C1(S(=O)(=O)c2ccc(Cl)cc2)CC1
  -9	-6	.	31	2.2	6	-6	-8	-8	-1	-2
COc1cc2c(cc1OC)CN(CC(=O)NC(=O)NCc1ccccc1)CC2
  2	-7	114	-1	0.9	.	.	-11	13	-1	-5
CCOC(=O)c1c(NC(=O)CN2C(=O)NC3(CCCCC3C)C2=O)sc(C)c1C (stereo not drawn)
  -1	-6	118	-3	-0.1	26	-26	2	1	-8	-20
Cn1c(=O)c2c(-c3ccc(C(C)(C)C)cc3)n(CC3CCCO3)cc2n(C)c1=O (stereo not drawn)
  2	0	.	17	1.2	-4	4	-7	3	.	-7
Cc1cccc(OCC2CCCN(Cc3nc(C4CC4)no3)C2)c1 (stereo not drawn)
  0	-3	103	2	0.7	.	.	1	319	-13	-3
Cc1ccccc1OCC(O)Cn1nnc2ccccc21 (stereo not drawn)
  12	-1	93	-5	-2.3	.	.	-6	189	79	-4
CCC(C(=O)NCc1ccco1)N(C(=O)CNS(=O)(=O)c1ccc(C)cc1)c1ccccc1OC (stereo not drawn)
  1	-6	95	-10	-0.3	-4	4	-1	.	5	-9
O=C(/C=C/c1ccccc1)NNC(=O)c1ccco1
  -1	-5	114	4	-1.4	.	.	-5	-1	17	-4
CCCCn1c(Nc2ccc(OC)cc2)nc2ccccc21
  1	-8	101	39	-2.1	5	-5	-1	15	.	-11
O=S(=O)(c1cccc2cnccc12)N1CCNCC1
  .	2	92	26	2.5	-8	8	-3	-14	6	-2
Cc1cc(S(=O)(=O)N2CCCOC2CNC(=O)C(=O)NCCCN2CCOCC2)ccc1F (stereo not drawn)
  -3	2	108	27	-2.9	-23	.	0	281	4	-4

Single values from the entries so far.
For PKA-R2B act, Cc1ccccc1OCC(O)Cn1nnc2ccccc21 (stereo not drawn) reads -1
For NSD2 inh, Cc1cccc(OCC2CCCN(Cc3nc(C4CC4)no3)C2)c1 (stereo not drawn) reads 0
